# Screening results (PubChem)
# PP1 inh – PP1-alpha (human) inhibition in PP5 counter-screen; P62136; purified PP1alpha, OMFP fluorescence; inhibition, % at 6.7 µM; actives 0.9% (n = 320,000); AID 2235;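 active means inhibition above the mean inhibition of all tested compounds plus 3 SD, computed separately for each screening campaign, cut at about 15% in these data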
# HCV core dimer – blocks dimerization of HCV core protein | AID 1899 | actives 0.33% (n = 300,000) | TR-FRET GST/Flag-core106 dimerization, 1536-well | inhibition, % at 5 µM;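 active means inhibition above the mean of all tested compounds plus 3 SD, set per screening campaign, cut at about 45% in these data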
#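 Assay system: Tagged HCV core106 pair (GST and Flag) | Buffer or medium: KF-containing HEPES buffer, pH 7.45, DTT, CHAPS, BSA | Also added: Eu donor and XL665 acceptor anti-tag antibodies | Dosing: One concentration, 5 µM, in 0.5% DMSO | Timing: 4 h at 22.5 °C | Technique: TR-FRET 671 and 617 nm emission | Repeats: Singlicate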
# TPT1 inhibitor – C. albicans TPT1 enzyme inhibition; recombinant caTPT1, FP RNA substrate dephosphorylation; inhibition, % at 5 µM; actives 0.81% (n = 300,000); AID 1962;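 active means inhibition above the mean of all tested compounds plus 3 SD, set per screening campaign, cut at about 24% in these data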;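 further: plate controls were DMSO alone for no effect and ferristatin control at 100 nM for full effect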
# Fh CTSL1 inh – counter-screen for PFM18AAP inhibitors: inhibitors of F. hepatica cathepsin L1; recombinant F. hepatica cathepsin L1, Z-Leu-Arg-MCA fluorescence; inhibition, % at 5.96 µM; actives 0.49% (n = 300,000); AID 1906;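 active means inhibition above the mean of all tested compounds plus 3 SD, set per screening campaign, cut at about 17% in these data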;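 further: 0% = plate median of test compound wells and 100% = 1 µM Z-Phe-Ala-diazomethylketone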
# AHR act – activates the human aryl hydrocarbon receptor; actives 2.5% (n = 320,000); AHR-responsive luciferase reporter cells, luminescence; activation, % at 5 µM; in the data active means activation above about 47%;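 further: 0% = vehicle wells and 100% = reference agonist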
# Target sequence (P35869 whole entry, looked up): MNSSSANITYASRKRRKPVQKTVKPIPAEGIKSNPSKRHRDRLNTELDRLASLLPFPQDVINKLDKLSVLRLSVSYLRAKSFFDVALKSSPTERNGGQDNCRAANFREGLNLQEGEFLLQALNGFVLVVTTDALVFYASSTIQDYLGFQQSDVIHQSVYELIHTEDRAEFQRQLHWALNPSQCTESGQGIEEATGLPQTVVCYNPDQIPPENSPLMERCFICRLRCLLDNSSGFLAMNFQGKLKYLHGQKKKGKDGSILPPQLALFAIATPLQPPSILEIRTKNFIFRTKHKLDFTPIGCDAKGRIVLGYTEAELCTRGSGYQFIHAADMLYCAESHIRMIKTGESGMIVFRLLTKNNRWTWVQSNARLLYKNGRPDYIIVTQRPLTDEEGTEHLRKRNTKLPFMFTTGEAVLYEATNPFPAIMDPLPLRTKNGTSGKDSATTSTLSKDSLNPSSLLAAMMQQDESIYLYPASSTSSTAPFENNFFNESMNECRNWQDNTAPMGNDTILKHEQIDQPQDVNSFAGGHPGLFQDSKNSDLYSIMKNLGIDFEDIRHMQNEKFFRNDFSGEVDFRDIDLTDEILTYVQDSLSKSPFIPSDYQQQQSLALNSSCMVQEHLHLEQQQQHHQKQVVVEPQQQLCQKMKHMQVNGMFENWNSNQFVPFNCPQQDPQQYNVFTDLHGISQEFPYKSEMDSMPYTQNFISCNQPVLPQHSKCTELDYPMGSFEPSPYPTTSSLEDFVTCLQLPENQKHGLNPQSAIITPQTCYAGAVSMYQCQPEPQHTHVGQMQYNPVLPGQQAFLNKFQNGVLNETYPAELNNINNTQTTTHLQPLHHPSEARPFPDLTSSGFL
# PAFAH2 inh – inhibitors of human PAFAH2. actives 0.99% (n = 340,000). inhibition, % at 3.39 µM. recombinant PAFAH2, FP-rhodamine activity probe, fluorescence polarization. AID 492956. Q99487;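 active means inhibition above the mean over all tested compounds plus 3 SD, cut at about 30% in these data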;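 further: inhibitors block probe labeling of enzyme so polarization drops; 0% = enzyme with DMSO and 100% = wells lacking PAFAH2 protein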
# PP5 inh – blocks human protein phosphatase 5 activity; P53041; actives 0.18% (n = 320,000); purified PP5c, OMFP substrate fluorescence; AID 1987; inhibition, % at 6.7 µM;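 active means inhibition above the campaign's mean inhibition across all tested compounds plus 3 SD, cut at about 9.5% in these data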;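 further: 0% = DMSO only and 100% = 100 µM cantharidin control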
# procasp3 activ – activators of human procaspase-3 | recombinant procaspase-3 D3A, Ac-DEVD-pNA absorbance 405 nm | actives 0.11% (n = 330,000) | activation, % at 8.5 µM;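 active means activation above the mean of all tested compounds plus 3 SD, cut at about 21% in these data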;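 further: 0% = DMSO alone and 100% = DMSO wells spiked with extra 5 µM PC-3 D3A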
#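 assay system = Procaspase-3 D3A mutant | signal = absorbance at 405 nm, 0 and 120 min | times = 1 h preincubation plus 2 h reaction at 25 °C | repeats = single replicate | read-out = % activation between DMSO and enzyme-spiked controls | medium = Zinc-free HEPES saline buffer with Triton X-100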
# proCasp7 act – counter-screen for procaspase-3 activators: activators of human procaspase-7. recombinant procaspase-7, Ac-DEVD-pNA absorbance 405 nm; D23A/D198A/D206A triple mutant, cannot self-cleave; scale: DMSO 0, 5 µM enzyme 100. activation, % at 8.5 µM. actives 0.093% (n = 330,000). AID 463210;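 active means percent activation above the screen-wide mean plus 3 SD, cut at about 25% in these data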
#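 System: Procaspase-7 triple mutant (PC-7 D3A); measure: % activation from two-timepoint absorbance difference, scaled to controls; times: 1 h compound preincubation, 2 h substrate cleavage, 25 °C; also added: Ac-DEVD-pNA substrate, 400 µM as added; measured by: Epi-absorbance of released pNA at 405 nm, two timepoints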
# Active calls of the source: *; x = no result given.
item	SMILES	PP1 inh	HCV core dimer	TPT1 inhibitor	Fh CTSL1 inh	AHR act	PAFAH2 inh	PP5 inh	procasp3 activ	proCasp7 act
1	Cc1ccc(NC(=O)C(CC(C)C)NC(=O)C2CCC(C)CC2)nc1 (stereo not drawn)	2	-4	-1	4	0	-2	2.0	-5	-1
2	COC(=O)c1c(NC(=O)COC(=O)c2ccc(O)cc2)sc2c1CCCCC2	1	11	4	1	4	-20	1.7	-9	0
3	Cc1ccccc1OCCN1CCC(Cc2ccccc2)CC1	-1	-2	-2	1	-2	-1	-0.8	4	11
4	CCc1ccc(OCC(=O)N2CC(C(N)=O)Oc3ccccc32)cc1 (stereo not drawn)	-11	-12	3	-1	43	-16	-3.1	2	-3
5	COc1ccccc1-n1c(COc2ccccc2-c2ccccc2)nnc1SCC(=O)c1c(N)n(C)c(=O)n(C)c1=O	0	37	-1	1	1	-4	0.6	-3	-7
6	N#CCSc1nnc(COc2ccc3ccccc3c2)o1	2	9	-1	-2	0	-7	2.0	6	1
7	CCC(C)Nc1nc2c(C)cccn2c(=O)c1C=Nc1ccc(OC)cc1 (stereo not drawn)	-5	-1	0	0	5	3	0.2	3	-1
8	c1cncc(-c2nnc3n2CCC3)c1	-2	3	0	-1	0	5	-2.8	-10	-12
9	CC1CCC(NC(=O)c2nn(C)c3c2CSc2ccccc2-3)CC1 (stereo not drawn)	3	2	-2	-1	-4	3	3.0	1	-3
10	COc1ccc(CCNC(=O)COC(=O)Cc2c[nH]c3ccccc23)cc1OC	x	x	x	x	26	4	x	1	4
11	COc1ccc(OCC(O)CN2CCN(c3ccc(Cl)cc3)CC2)cc1 (stereo not drawn)	2	-5	-2	5	2	2	0.8	7	-4
12	Cc1cc(C)nc(SCc2nnc(SCC(=O)Nc3nccs3)n2Cc2ccco2)n1	-2	7	0	0	5	-3	-0.7	16	0
13	N#Cc1cccc(C#N)c1NCC1CCCO1 (stereo not drawn)	-3	-2	-4	4	-2	-1	1.7	3	11
14	O=S(=O)(Cc1ccccc1Cl)N1CCN(Cc2ccc3c(c2)OCO3)CC1	-3	2	0	2	4	5	1.1	8	-1
15	NC1=NC(=O)/C(=C/c2c(OS(=O)(=O)c3ccc(Cl)cc3)ccc3ccccc23)S1	1	-2	7	3	2	2	-0.4	3	-2
16	CN(C)Cc1c(O)ccc2c1O/C(=C\C=C\c1ccccc1)C2=O	-2	-6	13	3	1	4	0.9	-6	-4
17	Cc1ccc(S(=O)(=O)N(C)C)cc1NC(=S)N1CCN(Cc2ccc3c(c2)OCO3)CC1	3	1	-4	10	1	-5	-1.9	-12	-11
18	CC1CCC(NC(=O)COC(=O)c2ccco2)CC1 (stereo not drawn)	0	x	x	x	-2	67*	1.2	3	4
19	CC(C)OC(=O)c1ccc(S(N)(=O)=O)o1	-5	7	1	-4	-3	-6	-0.6	-2	-6
20	O=C(O)Cc1sc(Nc2cccc3ccccc23)nc1-c1ccccc1	-4	x	x	x	61*	6	-1.4	0	4

# Arranged by length of the SMILES (lowest first): 3 of the compounds above
item	SMILES	PP1 inh	HCV core dimer	TPT1 inhibitor	Fh CTSL1 inh	AHR act	PAFAH2 inh	PP5 inh	procasp3 activ	proCasp7 act
8	c1cncc(-c2nnc3n2CCC3)c1	-2	3	0	-1	0	5	-2.8	-10	-12
18	CC1CCC(NC(=O)COC(=O)c2ccco2)CC1 (stereo not drawn)	0	x	x	x	-2	67*	1.2	3	4
20	O=C(O)Cc1sc(Nc2cccc3ccccc23)nc1-c1ccccc1	-4	x	x	x	61*	6	-1.4	0	4

# Remaining list, next part.
item	SMILES	PP1 inh	HCV core dimer	TPT1 inhibitor	Fh CTSL1 inh	AHR act	PAFAH2 inh	PP5 inh	procasp3 activ	proCasp7 act
21	O=C(O)c1cc(-c2cccc([N+](=O)[O-])c2)n[nH]1	3	-2	0	-5	3	2	1.9	-6	-9
22	Cc1ccc2c(C(=O)CN3CCOCC3)c(C)[nH]c2c1	-1	-7	-3	-1	14	0	-0.6	10	-5
23	CC1(C)CC(=O)c2sc(NC(=O)Cc3cccs3)nc2C1	-3	-7	-2	4	5	4	0.5	4	4
24	Cc1cccc2cc3c(N)c(C(=O)N4CCCc5ccccc54)sc3nc12	0	-30	45*	1	33	-9	0.9	-18	-20
25	CCOc1cc(/C=N/NC(=O)c2cc(-c3ccccc3)nc3ccccc23)ccc1O	1	-2	-5	0	16	5	3.3	11	-9
26	CNC(=O)c1ccccc1Sc1cccc2cccc(C(=O)O)c12	-2	9	-4	5	-2	-6	-1.9	2	-10
27	CC(=O)c1sc(NC(=O)CN2C(=O)C3CCCCC3C2=O)nc1-c1ccccc1 (stereo not drawn)	0	x	x	x	0	10	2.3	9	-7
28	Cc1ccc(CN2C(=O)NC(Cc3c[nH]c4ccccc34)C2=O)cc1 (stereo not drawn)	-2	-4	1	1	2	-2	3.4	-3	6
29	C/C(N)=C(/C#N)C(=O)COC(=O)CNS(=O)(=O)c1ccc(F)c(F)c1F	-2	-2	0	-11	-1	3	0.6	-6	-12
30	COc1cc2[nH]c(=S)n(Cc3ccc(F)cc3)c(=O)c2cc1OC	0	1	0	0	0	-4	1.1	3	-5
31	Cc1oc(-c2ccc(Cl)cc2)nc1CS(=O)CC(=O)NC1CCCCC1 (stereo not drawn)	-3	6	-5	-3	3	6	-0.1	-7	-1
32	CCOC(=O)C1=C(C)NC(SCC(=O)O)=NC1c1ccccc1 (stereo not drawn)	1	1	1	0	6	x	4.2	-1	-2
33	Cc1ccc(CNC(=O)COC(=O)C2CCC2)cc1	x	x	x	x	-2	4	x	-2	3
34	COCCCn1c(SCc2cc(=O)[nH]c3ccccc23)nnc1-c1ccco1	-1	4	0	-6	4	-5	0.6	-21	3
35	CCCc1cc(C(=O)N2CCCC(C(=O)c3cc(C)c(OC)c(C)c3)C2)n(C)n1 (stereo not drawn)	1	-1	0	1	2	-7	-2.5	0	-1
36	NC(=O)c1ccsc1NC(=O)COC(=O)c1cc(=O)[nH]c2ccccc12	-1	4	2	-4	4	0	0.2	-2	-7
37	Cc1ccc(C)c(NS(=O)(=O)c2csc(C(N)=O)c2)c1	0	3	-1	-14	1	9	1.2	-4	8
38	COC(=O)c1n[nH]c2ccccc12	-3	-6	-3	-2	28	2	-2.2	8	7
39	Cc1cc(C(=O)Cn2ncc(Cl)c(Cl)c2=O)c(C)n1CC(F)(F)F	-1	32	11	-3	1	21	4.4	1	1
40	Cc1occc1C(=O)Nc1nnc(-c2cccs2)s1	2	1	4	12	76*	-4	0.8	3	6
41	O=S(=O)(c1ccc(-c2ccccc2)cc1)N1CCOCC1	-3	4	0	0	0	3	3.0	7	-1
42	CCN(CC(=O)Nc1ccccc1C(F)(F)F)C(=O)c1ccc(=O)n(Cc2ccccc2)n1	-1	0	1	8	1	10	1.4	-2	-1
43	COc1cc(Cl)c(C)cc1NC(=O)COC(=O)c1cnc(C)cn1	1	2	-3	2	8	2	-9.2	0	2
44	COc1ccccc1NS(=O)(=O)c1cccc(C(=O)NCc2ccncc2)c1	-4	4	-2	3	7	0	-0.1	7	14
45	CCOC(=O)N1CCC(Nc2c(NCCCOC)c(=O)c2=O)CC1	0	-1	-2	0	4	-4	4.1	2	2
46	CC1(C)CC(NC(=O)COc2ccc(Br)cc2Cl)CC(C)(C)N1	1	2	2	0	-3	-10	0.8	1	9
47	O=[N+]([O-])c1cccc(/C=N/Nc2ccccn2)c1	0	-12	-4	-1	19	3	4.2	-1	1
48	COc1ccc2cc(C(=O)C3CCCN(Cc4cnc(C)s4)C3)ccc2c1 (stereo not drawn)	1	1	-1	0	-1	-6	0.3	0	2
49	COc1ccc(N(C(=O)c2ccco2)C(C(=O)NC2CCCC2)c2ccc(OC)c(OC)c2)cc1 (stereo not drawn)	7	10	0	1	-3	1	-0.3	2	14
50	Cc1ccc(-c2ccc(=O)n(CC(=O)Nc3ccc4c(c3)OCCO4)n2)cc1	-1	-3	-4	1	4	7	1.1	-1	4
51	CCC(COC)Oc1cc(NCc2ccccc2)c2ncn(C(C)C)c2c1 (stereo not drawn)	1	x	x	x	1	13	4.4	5	6
52	CCC(=O)NC(=S)Nc1cccc(Cl)c1N1CCCCC1	1	6	-1	7	1	-1	-0.9	-7	-12
53	CN(CC(=O)Nc1ccc(Cl)c(Cl)c1)C(=O)/C=C/c1ccc(F)cc1	1	-6	0	1	2	-5	3.6	-7	5
54	C=CCC[C@H](Cc1ccc(F)cc1)C(=O)OC[C@@H](NC(=O)[C@@H](CC=C)CC(=O)N[C@@H](CO)Cc1ccccc1)C(C)(C)C	x	x	x	x	2	-8	x	-1	-14
55	Cc1sc2nc(SCC(=O)N3CCN(CCO)CC3)n(-c3ccccc3)c(=O)c2c1C	6	0	0	-2	-1	4	-2.0	9	-1
56	O=C(Nc1ccc(S(=O)(=O)Nc2cnc3ccccc3n2)cc1)c1cccc(OC(F)F)c1	5	6	0	4	-1	-6	-1.3	5	7
57	COc1ccc2c(c1)O/C(=C\c1ccccc1O)C2=O	-2	10	4	2	20	x	4.0	2	-1
58	COc1ccc2c(c1)C(=NNc1ccc(C(=O)O)cc1)c1cc(OC)ccc1-2	16*	-13	-2	6	86*	21	3.2	-3	1
59	O=C1NC(=S)N/C1=C\c1ccc(Oc2ccc(C(F)(F)F)cc2[N+](=O)[O-])c(Cl)c1	-4	-2	-1	1	1	-5	0.8	-1	5
60	Cc1cc(C)cc(-n2nnc(C(=O)NCc3ccc4c(c3)OCO4)c2N)c1	-3	6	9	-2	2	5	2.8	4	9
61	CNC[C@H]1Oc2c(NC(=O)C3CC3)cccc2C(=O)N([C@H](C)CO)C[C@@H]1C	x	x	x	x	0	1	x	3	9
62	O=C(CN(Cc1ccco1)C(=O)CCC(=O)Nc1ccccn1)NCc1ccccc1	4	-3	-1	1	-3	1	1.9	7	1
63	Cc1cccc(N2CCN(C(=O)CN3C(=O)NC(C)(C)C3=O)CC2)c1C	-4	6	2	0	6	0	0.5	-5	9
64	COc1ccccc1-n1cnc2c(c1=O)c1nc3ccccc3nc1n2-c1ccc(C)cc1	-3	26	3	0	-11	0	-0.7	0	2
65	CN(C)S(=O)(=O)c1cccc(NC(=O)CCc2nc3sc4c(c3c(=O)[nH]2)CCCC4)c1	2	x	x	x	0	4	3.5	-4	-6
66	COc1ccccc1Oc1ccc(NC(=O)Cc2ccccc2)cc1	-2	1	-2	-2	1	x	2.3	-2	13
67	O=C(CC(C(=O)O)c1cccc(Cl)c1)c1ccccc1 (stereo not drawn)	4	2	1	-4	1	5	0.1	-3	-10
68	NC(=O)c1sc2nc3c(c(-c4ccc(Cl)cc4)c2c1N)CCCC3	5	9	0	0	12	7	4.9	1	-6
69	Cc1c(NC(=S)SCc2ccccc2)c(=O)n(-c2ccccc2)n1C	-2	3	-1	-3	-1	10	0.8	-13	-6
70	C[C@@H]1C=C[C@](Cc2ccccc2)(C(=O)NCC2CC2)N1C(=O)c1ccccc1	3	-1	-5	-3	1	4	2.0	-3	-1
